# Tau ThT inhib = inhibitors of human tau fibril formation, thioflavin T binding | P10636 | recombinant tau K18 P301L (four-repeat tau fragment), heparin-induced fibrillization, ThT fluorescence | Potency, µM (series often up to 57.4 µM), without a hit: top-dose activity, negative = inhibition, most hits filed as inhibitors | 270,000 compounds, 2.1% hits | AID 1460; further: on the % scale 0 is the no-effect control and ±100 the full control effect; nearly all actives have a fitted effect of over 55% in size
# Target sequence (P10636 561-689 P618L limits assumed): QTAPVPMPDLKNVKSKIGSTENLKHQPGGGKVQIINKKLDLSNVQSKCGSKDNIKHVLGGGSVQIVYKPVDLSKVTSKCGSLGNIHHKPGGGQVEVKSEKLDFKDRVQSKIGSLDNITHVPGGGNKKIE
#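 Recombinant human tau K18 fragment […] carrying P301L, 15 uM unlabeled plus 0.24 uM Alexa 594-labeled, was fibrillized with 20 uM heparin in 100 mM sodium acetate pH 7 for 6 hr at 37 C; 30 uM ThT fluorescence read after 1 hr.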
# RECQ1 inh = inhibitors of human RECQ1 DNA helicase | RECQ1 DNA unwinding, red fluorescence kinetic read | P46063 | 240,000 compounds, 0.54% hits | Potency, µM (top dose mostly 57.3 µM), inactives show at the top dose activity, negative = inhibition, most hits filed as inhibitors;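 further: plate controls were vehicle for no effect and no enzyme for full effect; nearly all actives have a fitted effect of over 30% in size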
#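 50 nM RECQ1T1 preincubated 15 min with compound in Tris pH 8.0 buffer with MgCl2, DTT, Tween-20 and 2.5 ug/ml poly(dI-dC); started with 200 nM TAMRA/BHQ-2 forked duplex and 2 mM ATP. Unwinding read as fluorescence (525/598 nm), two reads 2 h apart.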
# L3MBTL1 block = blocks human L3MBTL1 | AlphaScreen L3MBTL1–H3K9me1 peptide binding | Q9Y468 | 230,000 compounds, 0.66% hits | Potency, µM (doses to about 57.1 µM), for the others: at the top dose activity, negative = inhibition, most hits filed as inhibitors; further: on the % scale 0 is the no-effect control and ±100 the full control effect; nearly all actives have a fitted effect of over 60% in size
# Target sequence (Q9Y468 whole entry, looked up): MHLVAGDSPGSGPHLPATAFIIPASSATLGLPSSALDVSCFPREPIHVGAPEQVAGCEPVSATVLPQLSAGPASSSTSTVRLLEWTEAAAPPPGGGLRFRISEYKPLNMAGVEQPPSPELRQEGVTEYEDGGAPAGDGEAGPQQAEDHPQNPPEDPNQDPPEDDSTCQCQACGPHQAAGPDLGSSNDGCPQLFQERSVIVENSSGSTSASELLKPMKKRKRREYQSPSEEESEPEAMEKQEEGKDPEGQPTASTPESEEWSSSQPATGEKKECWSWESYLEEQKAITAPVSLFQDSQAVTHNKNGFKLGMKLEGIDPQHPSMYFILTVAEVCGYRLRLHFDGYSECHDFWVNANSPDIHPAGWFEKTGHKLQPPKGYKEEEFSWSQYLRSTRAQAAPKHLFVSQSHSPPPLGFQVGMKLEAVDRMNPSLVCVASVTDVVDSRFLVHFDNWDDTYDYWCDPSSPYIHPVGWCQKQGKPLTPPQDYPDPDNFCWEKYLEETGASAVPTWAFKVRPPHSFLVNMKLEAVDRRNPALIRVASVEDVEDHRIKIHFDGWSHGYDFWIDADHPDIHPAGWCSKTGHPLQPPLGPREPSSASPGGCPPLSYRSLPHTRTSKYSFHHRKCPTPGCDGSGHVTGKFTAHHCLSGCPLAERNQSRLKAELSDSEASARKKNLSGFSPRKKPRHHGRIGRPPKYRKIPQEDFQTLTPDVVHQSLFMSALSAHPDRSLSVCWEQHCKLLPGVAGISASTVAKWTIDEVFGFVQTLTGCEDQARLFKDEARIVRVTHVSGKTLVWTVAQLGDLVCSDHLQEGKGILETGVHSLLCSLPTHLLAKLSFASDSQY
#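 Displacement of a biotinylated histone H3(1-15) peptide monomethylated at Lys9 (75 nM) from L3MBTL1 (50 nM) was measured by AlphaScreen after a 30 min room-temperature compound incubation; cefsulodin titration served as intraplate control.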
# ALDH1A1 block = ALDH1A1 (human) enzyme inhibition; P00352; Potency, µM (titrated, usually from 75.3 µM), inactives show at the top dose activity, negative = inhibition, most hits filed as inhibitors; 220,000 compounds, 7.3% hits; Purified ALDH1A1, NADH fluorescence, propionaldehyde substrate; active means well fitted inhibition curve with a large enough effect, not every such curve was filed as active; inconclusive means small, poorly fitted or top-dose-only effect, or another doubt; inactive means no such curve, though single readings can be large or run the other way;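 further: plate controls were no enzyme wells and a reference inhibitor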
# SMN2 splice up = SMN2 splice variant enhancement | HEK293 SMN2-luciferase splicing reporter, luminescence, 30-36 h | Potency, µM (highest dose often 46.1 µM), for inactives: at the highest dose activity change, positive = activation, actives largely listed as activators | 210,000 compounds, 2.8% hits | AID 1458; further: % of control where 0% means no effect; nearly all actives have a fitted effect of over 55% in size
#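 HEK293 cells carry an SMN2 […]–luciferase reporter in which exon 7 inclusion puts luciferase in frame. Cells were plated 10-12 h before compound addition, then incubated 30-36 h at 37C. ONE-Glo luminescence was read; sodium butyrate at 4.5 mM final served as control.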
# LMNA splice mod = LMNA splicing modulation; HeLa LMNA splicing GFP/RFP minigene ratio, 48 h; Potency, µM (series often up to 46.1 µM), for inactives: at the top dose ratio change, negative = inhibition, hits mostly inhibitors; 200,000 compounds, 0.01% hits; AID 1487; active means well fitted inhibition curve with a large enough effect in the signal ratio, with a control signal flat, not every such curve was filed as active; inconclusive means small, poorly fitted or top-dose-only effect, or effect the other way, or a change in a side signal; the % refers to the signal ratio; further: on the % scale 0 is the no-effect control and ±100 the full control effect
#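 Read-out is the ratio of GFP to DsRed2 object intensity, acquired by 488 nm laser-scanning cytometry on HeLa lamin A-EGFP minigene reporter cells. Compound incubation 48 hrs at 37 °C in Opti-MEM with 2% FBS; DMSO 0.5% final.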
# KinaseGlo FLuc = Kinase-Glo luciferase inhibition (counter-screen); Kinase-Glo luciferase, ATP luminescence, 8 min; Potency, µM (top dose mostly 38.3 µM), inactives show top-dose activity change, negative = inhibition, most hits filed as inhibitors; 200,000 compounds, 0.28% hits; further: on the % scale 0 is the no-effect control and ±100 the full control effect; nearly all actives have a fitted effect of over 60% in size
#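 Recombinant Kinase-Glo luciferase, 10 uM ATP (linear range), luciferin; imidazole pH 7.2 / KCl / MgCl2 / Tween / BSA buffer; 8 min RT; luminescence.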
# KDM4E inh = JMJD2E (human) inhibition; Potency, µM (titrated, usually from 57.1 µM), without a hit: top-dose activity change, negative = inhibition, hits mostly inhibitors; JMJD2E catalytic domain, FDH-coupled NADH fluorescence (FDH is formaldehyde dehydrogenase); AID 2147; 230,000 compounds, 1.6% hits; active means well fitted inhibition curve with a large enough effect, not every such curve was filed as active; inconclusive means small, poorly fitted or top-dose-only effect, or another doubt; inactive means no such curve, though single readings can be large or run the other way;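 further: 0% = wells with enzyme and -100% = buffer wells without enzyme; nearly all actives have a fitted effect of over 50% in size; many of its hits are not listed in these tables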
# Starred values were filed as active, the others as inactive; i = inactive; ? = inconclusive; nt = not tested or not shown; & = joins results of further samples; [ ] = dose if it differs, or a comment. Unless noted, the call rests on the fitted dose curve; in most records, active means well fitted curve in the direction sought with a large enough effect; inconclusive means small, poorly fitted or top-dose-only effect, or another doubt; inactive means no such curve, though single readings can be large; an effect the other way counts as inactive or inconclusive. Potency means the concentration at half of the fitted maximal effect. Not all compounds are listed; rates above refer to the full screens.
SMILES,Tau ThT inhib,RECQ1 inh,L3MBTL1 block,ALDH1A1 block,SMN2 splice up,LMNA splice mod,KinaseGlo FLuc,KDM4E inh
Cc1ccc(-c2cc(C(=O)Nc3ccccc3C)c3ccccc3n2)o1,-17%,0%,?,?,1%,-10%,-2%,?
CCNC(=S)N1CCCC(C(N)=O)C1 (configuration not stated),7%,i,-12%,18%,10%,nt,2%,7%
CCCCCCC(=O)N(O)C1CC(=O)N(c2ccc(Cl)cc2)C1=O (configuration not stated),-20%,0%,-1%,nt,nt,nt,nt,?
CCC(=O)OCC(=O)Nc1cc(S(=O)(=O)N(C)C)ccc1Cl,11%,i,3%,1%,-1%,-28%[46 µM],-3%,-10%
CCOC(=O)Nc1sc(C(=O)N(CC)CC)c(C)c1C(=O)OCC,1%,-8%,-5%,?,-16%,-5%,2%,-8%
Cc1ccc2c(c1)nnn2C1CCN(S(=O)(=O)c2cccc(S(=O)(=O)N(C)C)c2)CC1,-20%,i,nt,?,-28%,?,-2%,4%
Cn1c(=O)n(CCOc2ccccc2Cl)c2ccccc21,-4%,i,8%,-2%,?,?,0%,-7%
COc1cc(/C=N/Nc2ccc(Cl)cc2)ccc1OC(=O)c1cccs1,?,-6%,-11%,-23%,18%,-16%,-2%,-28%
N=c1c2c(ncn1CCCO)Oc1ccc3ccccc3c1C2c1ccccc1 (configuration not stated),-11%,-2%,-9%,nt,nt,nt,nt,10%
COc1ccc2ccccc2c1/C=N/NC(=O)c1sc(N)c(C#N)c1C,?,-3%,2%,?,?,6%,1%,?
CC(CN(C)Cc1ccccc1)OC(=O)c1ccc(F)cc1 (configuration not stated),-7%,-5%,20%,-1%,nt,-16%,nt,-2%
CCOC(=O)CC(=O)CSc1nc2cc(C)ccc2cc1C,-25%,-9%,18%,-11%,-3%,-9%,2%,-3%
CC1CC(C)CN(CCCNC(=O)c2cn(C)c3ccc(S(=O)(=O)N4CCCC4)cc3c2=O)C1 (configuration not stated),-6%,1%,-16%,nt,nt,nt,nt,3%
COc1cccc(-n2c(=O)[nH]cc(C(=O)Nc3ccc(NC(C)=O)cc3)c2=O)c1,0%,0%,5%,6%,12%,-7%,2%,2%
O=C(NN1C(=O)C2C3C=CC(O3)C2C1=O)c1cccc(O)c1 (configuration not stated),-2%,-9%,3%,20µM*,17%,-3%,-2%,-1%
COc1ccc(S(=O)(=O)N2CCCC(C(=O)Nc3cccnc3)C2)cc1Cl (configuration not stated),0%,-7%,5%,-3%,-57%[inhibitor],?,-3%,-3%
O=C(NCCCN1CCN(Cc2ccccc2)CC1)C1CCN(S(=O)(=O)N2CCC3(CC2)OCCO3)CC1,2%,-3%,nt,1%,-46%[inhibitor],nt,0%,2%
CCOC(=O)C(NCc1ccc(OC)cc1)(NC(C)=O)C(F)(F)F (configuration not stated),4%,-3%,14%,2%,3%,-3%,1%,5%
CCOC(=O)C1=C(C)NC(=O)NC1c1ccc(OC)c(Cl)c1 (configuration not stated),-2%,i,3%,14%,-1%,?,0%,-2%
CC(C)c1ccc(C2C3CSCC=C3C(C#N)=C(N)C2(C#N)C#N)cc1 (configuration not stated),?,-10%,nt,16µM*,-40%[inhibitor],5%,-2%,?
COc1ccc(C(=O)/C=C/N(C)C)cc1OC,?,0%,2%,-11%,4%,?,-8%,-3%
CN(C)CCCN(C(=O)c1sc2ccccc2c1Cl)c1nc2ccc(F)cc2s1,-1%,0%,-4%,-15%,18µM*,?,1%,6%
CN=C(Nc1ccc2c(c1)OCO2)SC1CC(=O)N(c2ccccc2)C1=O (configuration not stated),11%,-4%,1%,3%,3%,-15%,-3%,1%
CCNC(=S)NNC(=O)c1csc(CC)c1,-12%,1%,0%,-1%,-4%,-4%,-1%,18%
O=C(N/N=C/c1ccc(Br)o1)c1ccc2c(c1)OCCO2,?,-5%,-9%,-9%,11µM*,-4%,-6%,?
CC(=O)NC1(c2ccccc2)CCN(c2cc(C)nc(-c3ccccc3)n2)CC1,2%,-1%,-1%,-8%,nt,nt,-2%,11%
COc1ccccc1N(CC(=O)NCC(C)C)S(=O)(=O)c1cccs1,-4%,-3%,6%,1%,-11%,14%,-1%,4%
CCOc1ncccc1C(=O)NCc1ccc(C)cc1,1%,-4%,10%,0%,2%,-1%,-1%,9%
CC(CNS(=O)(=O)c1cc(Cl)ccc1Cl)CN(C)C (configuration not stated),-6%,-5%,4%,-7%,-10%,-2%,1%,1%
Cc1ccccc1Cn1nc(C)c(NC(=O)c2nc3n(n2)C(C(F)F)CC(C)N3)c1C (configuration not stated),7%,i,24%[11.4 µM],10%,2%,-6%,7%,0%
CCC(=O)Nc1c(C(=O)N2CCN(c3ccccn3)CC2)cnn1-c1ccc(C)cc1,3%,0%,4%,-12%,-9%,6%,0%,?
O=C(CSc1nc2ccccc2c(=O)n1-c1ccc(F)cc1)NCc1ccco1,-16%,-2%,nt,?,-5%,8%,-2%,0%
COCCn1nnnc1SCC(=O)c1ccc(F)cc1,-5%,-5%,4%,-4%,21%,-6%,0%,2%
Cc1occc1-c1nnc(SCC(=O)N2CCc3ccccc32)o1,0%,-9%,-1%[11.4 µM],0.79µM*,-4%,11%,-1%,-1%
O=C(CCCC(=O)N(c1ccc2c(c1)OCCO2)C(C(=O)NC1CCCCC1)c1ccc(F)cc1)Nc1ccccn1 (configuration not stated),-6%,-1%,-5%,-1%,10%,9%,-3%,1%
COc1ccc(CCN(C)CCCN2CCc3cc(OC)c(OC)cc3CC2=O)cc1OC,-1%&0%,-1%&-2%,nt,-5%&0%,-4%,nt,1%[39.9 µM],-6%
COc1cccc2c(=O)cc(C)n(CC(=O)Nc3ccccc3C)c12,-7%,-15%,nt,?,-46%[inhibitor],?,1%,?
Cc1ccc(NC(=O)N2CCCc3ccccc32)cc1,-5%,-8%,0%,-3%,nt,-1%[46 µM],-2%,8%
Cc1ccc(OCCCn2cc(C#N)c3ccccc32)cc1,-15%,-12%,46%[activator],-4%,-36%[inhibitor],?,3%,-2%
C=CCNc1c2c(nc3nnnn13)CCCC2,-3%,-8%,-18%,-5%,0%,-3%[9.22 µM],-1%,-1%
O=C(CN(c1cccc([N+](=O)[O-])c1)S(=O)(=O)c1ccccc1)N(Cc1ccccc1)Cc1ccccc1,-10%,1%,-3%,-2%,-10%,-11%,0%,3%
CCOc1ccc(NC(=O)CNC(=O)COc2ccccc2)cc1,-13%,0%,-8%,7%,nt,2%,nt,-3%
Cc1ccc(C(=O)Nc2ccc(-c3csc(C)n3)cc2)cc1,?,i,nt,?,140%,nt,-6%,?
CN(C(=O)c1cccc(C#N)c1)c1nnc(-c2cnccn2)s1,-4%,-2%,nt,0%,7%,1%,0%,8%
Cc1ccc(C)c(OCC(O)CN2CCC(CN3C(=O)c4cccc5cccc(c45)C3=O)CC2)c1 (configuration not stated),?,-3%,-4%,?,-68%[inhibitor],-12%,2%,?
CCN(CC)c1cc2nc(C)n(Cc3ccccc3)c(=O)c2cc1NC(=O)C1CC1,-13%,-5%,-5%,-5%,9%,-9%,1%,-6%
Cc1n[nH]c(C)c1S(=O)(=O)N1CCN(C2CCCCC2)CC1,6%,i,nt,2%,17%,10%,-4%,-2%
Clc1ccccc1OCc1nn[nH]n1,1%,i,-3%,nt,nt,nt,nt,-6%
O=C(OCC(=O)N1CCCCCC1)c1ccc([N+](=O)[O-])cc1Cl,-12%,-2%,-7%,?,25%,?,-2%,-3%
O=C1CCCC2=C1C(O)(C(F)(F)F)C(=O)N2Cc1ccccc1 (configuration not stated),-3%,-2%,-18%,-3%,-9%,3%,1%,6%
Cc1nc2ccc(S(=O)(=O)Nc3cccc(-c4nc5cccnc5s4)c3)cc2s1,-1%,-4%,-11%,-16%,-29%,?,2%,-11%
CCCCN1CCC(COC(=O)c2cc(Cl)c(N)c3c2OCCO3)CC1,-3%,i,2%,3%,-26%,-29%,-4%,-8%

# Molecules from the list above that have fluorine:
SMILES,Tau ThT inhib,RECQ1 inh,L3MBTL1 block,ALDH1A1 block,SMN2 splice up,LMNA splice mod,KinaseGlo FLuc,KDM4E inh
CC(CN(C)Cc1ccccc1)OC(=O)c1ccc(F)cc1 (configuration not stated),-7%,-5%,20%,-1%,nt,-16%,nt,-2%
CCOC(=O)C(NCc1ccc(OC)cc1)(NC(C)=O)C(F)(F)F (configuration not stated),4%,-3%,14%,2%,3%,-3%,1%,5%
CN(C)CCCN(C(=O)c1sc2ccccc2c1Cl)c1nc2ccc(F)cc2s1,-1%,0%,-4%,-15%,18µM*,?,1%,6%
Cc1ccccc1Cn1nc(C)c(NC(=O)c2nc3n(n2)C(C(F)F)CC(C)N3)c1C (configuration not stated),7%,i,24%[11.4 µM],10%,2%,-6%,7%,0%
O=C(CSc1nc2ccccc2c(=O)n1-c1ccc(F)cc1)NCc1ccco1,-16%,-2%,nt,?,-5%,8%,-2%,0%
COCCn1nnnc1SCC(=O)c1ccc(F)cc1,-5%,-5%,4%,-4%,21%,-6%,0%,2%
O=C(CCCC(=O)N(c1ccc2c(c1)OCCO2)C(C(=O)NC1CCCCC1)c1ccc(F)cc1)Nc1ccccn1 (configuration not stated),-6%,-1%,-5%,-1%,10%,9%,-3%,1%
O=C1CCCC2=C1C(O)(C(F)(F)F)C(=O)N2Cc1ccccc1 (configuration not stated),-3%,-2%,-18%,-3%,-9%,3%,1%,6%

# Arranged by the number under ALDH1A1 block (rising): 3 from the list above.
mol	ALDH1A1 block
Cc1nc2ccc(S(=O)(=O)Nc3cccc(-c4nc5cccnc5s4)c3)cc2s1	-16%
CCN(CC)c1cc2nc(C)n(Cc3ccccc3)c(=O)c2cc1NC(=O)C1CC1	-5%
O=C1CCCC2=C1C(O)(C(F)(F)F)C(=O)N2Cc1ccccc1 (configuration not stated)	-3%

# Screening results: PubChem BioAssay, National Center for Advancing Translational Sciences (NCATS)
